Compound activity: PubChem, National Center for Advancing Translational Sciences (NCATS)
TRPV1 ag = HTS Assay for Compounds that Act as Agonists of the Vanilloid Receptor 1; 320,000 tested, 0.19% active; activation, % at 8.33 µM; TRPV1-expressing cells, Fluo-8 calcium influx, agonist mode; in the data active means activation above about 80%; inconclusive means between about 30% and that limit; further: 0% is about no effect
Target sequence (Q8NER1 whole entry, looked up): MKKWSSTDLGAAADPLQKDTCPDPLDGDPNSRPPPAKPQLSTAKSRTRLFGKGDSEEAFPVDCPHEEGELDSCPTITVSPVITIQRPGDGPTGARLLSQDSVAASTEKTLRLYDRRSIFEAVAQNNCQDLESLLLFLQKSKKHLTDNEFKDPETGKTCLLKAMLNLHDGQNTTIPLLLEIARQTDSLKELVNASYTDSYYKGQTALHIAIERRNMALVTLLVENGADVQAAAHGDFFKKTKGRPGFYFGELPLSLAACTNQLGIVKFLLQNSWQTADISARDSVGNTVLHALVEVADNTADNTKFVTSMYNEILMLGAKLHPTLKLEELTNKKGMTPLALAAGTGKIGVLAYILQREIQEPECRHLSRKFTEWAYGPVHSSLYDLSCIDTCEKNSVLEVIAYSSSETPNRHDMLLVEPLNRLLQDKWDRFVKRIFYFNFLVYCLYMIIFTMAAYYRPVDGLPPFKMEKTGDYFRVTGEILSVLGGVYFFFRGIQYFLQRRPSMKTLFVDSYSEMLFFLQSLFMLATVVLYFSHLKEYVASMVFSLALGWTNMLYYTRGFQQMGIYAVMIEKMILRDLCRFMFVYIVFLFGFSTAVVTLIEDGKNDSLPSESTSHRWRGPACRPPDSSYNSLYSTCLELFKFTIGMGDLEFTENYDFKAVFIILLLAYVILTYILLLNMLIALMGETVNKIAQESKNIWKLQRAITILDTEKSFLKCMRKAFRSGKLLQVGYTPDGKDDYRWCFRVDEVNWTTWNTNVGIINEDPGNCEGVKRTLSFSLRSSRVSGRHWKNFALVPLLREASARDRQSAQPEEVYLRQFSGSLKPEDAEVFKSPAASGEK
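Fluo-8 calcium influx in TRPV1-expressing cells, kinetic read (ex 480/em 520 nm). Compound added and read 3 min for agonist activity, followed by capsaicin at EC20 final and 2 min further read for enhancement.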
TSG101-PTAP inh = qHTS Assay for Iinhibitors of HIV-1 Budding by Blocking the Interaction of PTAP/TSG101; Fluorescence polarization, FITC-PTAP peptide / Tsg101 binding; Potency, µM (titrated, usually from 115 µM), for inactives: top-dose activity change, negative = inhibition, actives largely listed as inhibitors; 340,000 tested, under 10 active; active means well fitted inhibition curve with a large enough effect in the main read-out, with a control signal flat, not every such curve was filed as active; inconclusive means small, poorly fitted or top-dose-only effect, or effect the other way, or a change in a side signal; inactive means no such curve, though single readings can be large or run the other way; further: potency means the concentration at half of the fitted maximal effect; % of control where 0% means no effect
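Fluorescence anisotropy tracks displacement of a FITC-tagged PTAP peptide (50 nM) from the Tsg101 binding domain (10 uM), following a 20 min room-temperature incubation at pH 7.5.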
p53 reactivator = qHTS assay for re-activators of p53 using a Luc reporter; Potency, µM (highest dose often 92.2 µM), for inactives: at the highest dose activity change, positive = activation, actives largely listed as activators; 320,000 tested, 0.063% active; AID 504706, 2011; H1299 p53-A138V BP100-luciferase reporter, luminescence, 24 h; further: potency means the concentration at half of the fitted maximal effect; % of control where 0% means no effect; nearly all actives have a fitted effect of over 45% in size
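H1299 (p53-null), stable ts p53-A138V + BP100-Luc; 1000 cells/well, Opti-MEM/10% FBS; cpd 4 pt, 1:5; 24 h, 37 deg C, 5% CO2; detection reagent 10 min RT; luminescence.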
Integrin act MD = qHTS for Activators of Integrin-Mediated Alleviation for Muscular Dystrophy. alpha7betagal myoblasts, beta-gal FDG fluorescence, 48 h. Potency, µM (doses to about 38.3 µM), inactives show top-dose activation, actives largely listed as activators. 350,000 tested, 0.064% active. AID 624291, 2012;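 further: potency means the concentration at half of the fitted maximal effect; 100% = response of the positive control SU9516; nearly all actives have a fitted effect of over 60% in size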
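Alpha7betagal+/- myoblasts (passage 13) were plated 16-24 hr, then exposed to compounds (1:260 dilution of DMSO stock) for 48 hours at 37C. After MPER lysis, β-galactosidase reporter activity was read as FDG fluorescence (ex 480/em 540) after 30 minutes.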
ELG1 repair inh = qHTS screen for small molecules that inhibit ELG1-dependent DNA repair in human embryonic kidney (HEK293T) cells expressing luciferase-tagged ELG1; HEK293T ELG1-luciferase reporter, luminescence, 16 h; DNA damage induced by 5-fluorouridine; Potency, µM (series often up to 46.1 µM), inactives show at the top dose activity change, negative = inhibition, actives largely listed as inhibitors; 330,000 tested, 2.3% active; further: potency means the concentration at half of the fitted maximal effect; on the % scale 0 is the no-effect control and ±100 the full control effect; nearly all actives have a fitted effect of over 55% in size
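HEK293T cells expressing luciferase-tagged ELG1 (2,000/well) received 5-Fluorouridine plus compound or DMSO for 16 hr at 37 °C. Luciferase was read by ONE-Glo luminescence after 30 min at room temperature.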
TCR act = Activators of T cell receptors: qHTS campaign; primary human leukocytes, anti-CD3, IL-2 HTRF, 48 h; Potency, µM (doses to about 9.22 µM), inactives show at the highest dose activation of IL-2 secretion, actives largely listed as activators; 330,000 tested, under 10 active; AID 504894, 2011; further: % of control where 0% means no effect
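Primary human leukocytes receive a-CD3 beads and test compound and are incubated 48 hr. Secreted IL-2 is then assayed by HTRF, measuring 665nm acceptor emission after 320nm excitation of the europium donor.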
B2AR arrestin = qHTS assay of beta-arrestin-biased ligands of beta2-adrenergic receptor; Beta-2 adrenergic receptor (Homo sapiens), P07550; beta-arrestin recruitment to beta2AR, cell-based reporter; Potency, µM (doses to about 46.1 µM), for the others: at the highest dose activation, usual class: activators; 330,000 tested, 0.02% active;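 further: potency means the concentration at half of the fitted maximal effect; 0% = DMSO controls and full agonism = EC100 isoproterenol or metaproterenol; nearly all actives have a fitted effect of over 65% in size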
MLL CXXC-DNA inh = qHTS Fluorescence Polarization Assay for Inhibitors of MLL CXXC domain - DNA interaction; MLL-CXXC / FITC-HOXA9 DNA fluorescence polarization; Potency, µM (series often up to 115 µM), for inactives: top-dose activity change, negative = inhibition, actives largely listed as inhibitors; 290,000 tested, 0.037% active; active means well fitted inhibition curve with a large enough effect in the polarisation, with a control signal flat, not every such curve was filed as active; inconclusive means small, poorly fitted or top-dose-only effect, or effect the other way, or a change in a side signal; inactive means no such curve, though single readings can be large or run the other way; the % refers to the polarisation; further: potency means the concentration at half of the fitted maximal effect
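Purified MLL-CXXC (added from a 7 uM solution) was preincubated 5 min at ambient with pinned compounds in 50 mM Tris-HCl pH 7.5, 50 mM NaCl, 1 mM DTT, 0.05% BSA. Fluorescein-labeled HOX-A9 DNA (50 nM solution) followed, 30 min, then polarization read.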
AT treatment = qHTS Assay for Identifying a Potential Treatment of Ataxia-Telangiectasia; […] A-T fibroblasts, KAP-1 phosphorylation AlphaLISA; neocarzinostatin DNA damage 30 min before lysis; Potency, µM (titrated, usually from 57.5 µM), inactives show at the top dose activation, hits mostly activators; 320,000 tested, 0.19% active; further: potency means the concentration at half of the fitted maximal effect; % of control where 0% means no effect; nearly all actives have a fitted effect of over 45% in size
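hTERT-immortalized A-T patient fibroblasts ([…]), 500 cells/well in OPTI-MEM, 1% FBS, got compounds for 60 min, then NCS for 30 min at 37C. Lysates were then assayed for phospho-KAP-1 by AlphaLISA (anti-pKAP1 donor, anti-KAP1 acceptor beads), 6 hr at 25C.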
BRCA1 expr up = qHTS Assay to Identify Small Molecule Activators of BRCA1 Expression. MCF7-BRCA1-FFLuc reporter, luminescence, 48 h; response scale: scaled: vehicle 0%, 10 µM genistein 100%. Potency, µM (series often up to 46.1 µM), without a hit: at the top dose activation, hits mostly activators. 380,000 tested, 1.1% active. AID 624202, 2012; further: potency means the concentration at half of the fitted maximal effect; nearly all actives have a fitted effect of over 80% in size; some results filed as inactive show a strong effect at the top dose
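Reporter cells (MCF7, BRCA1 promoter-firefly luciferase) received library compounds across a concentration series for 48 h. End-point luminescence was measured and concentration-effect curves derived after normalization.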
Active calls of the source: *; u = inconclusive; x = no result given; [ ] = another dose, or the depositor's remark. Unless noted, the call rests on the fitted dose curve; in most records, active means well fitted curve in the direction sought with a large enough effect; inconclusive means small, poorly fitted or top-dose-only effect, or another doubt; inactive means no such curve, though single readings can be large; an effect the other way counts as inactive or inconclusive.

| item | smiles | TRPV1 ag | TSG101-PTAP inh | p53 reactivator | Integrin act MD | ELG1 repair inh | TCR act | B2AR arrestin | MLL CXXC-DNA inh | AT treatment | BRCA1 expr up |
| --- | --- | --- | --- | --- | --- | --- | --- | --- | --- | --- | --- |
| 1 | CC(=O)Nc1cccc(NC(=O)CSc2nnc3ccc(-c4ccccn4)nn23)c1 | 0 | 1% | 3% | -14% | u | 2% | 0.3% | x | 3% | 1% |
| 2 | CN(c1ccc(OCC(=O)NC2CCC(O)CC2)cc1)S(=O)(=O)c1ccc(Cl)cc1 (centres undefined) | x | -4% | 3% | 17% | -2% | -3% | 0.2% | x | 5% | -41% |
| 3 | Cc1ccc(NC(=O)C2CC(=O)N(c3ccccc3Cl)C2)cc1S(=O)(=O)N1CCOCC1 (centres undefined) | x | -3% | x | u | x | -2% | x | x | x | -37% |
| 4 | COc1ccc(C(=O)O/N=C(\N)Cc2ccc(Cl)c(Cl)c2)cc1OC | 10 | -1% | -32%[inhibitor] | 18% | 18µM* | -7%[46.1 µM] | -0.6% | 5% | 3% | -85% |
| 5 | COc1ccc(S(=O)(=O)N2CCCCCC2)cc1C(=O)N(C)CC(=O)Nc1ccc(Cl)c(Cl)c1 | 2 | 0% | -4% | -52%[inhibitor] | -24% | 2% | -0.3% | x | -16% | -52% |
| 6 | CCN(CC(O)Cn1c2ccccc2c2ccccc21)S(=O)(=O)c1ccc(F)cc1 (centres undefined) | 1 | -9% | -3% | -8%[7.66 µM] | u | 4% | -0.2% | 5% | x | -52% |
| 7 | COc1cccc(OC)c1C(=O)OCC(=O)NCc1ccco1 | 1 | -1% | 3% | 35% | 5% | 9% | 0.8% | x | -2% | 2% |
| 8 | NC(=O)c1cnn(-c2ccc3ccccc3c2)c1N | 3 | -1% | 22% | -162%[inhibitor] | u | 0% | 0.2% | 18% | 2% | u |
| 9 | CC[C@H]1C/C=C\Cc2ccccc2[C@@H](C(=O)C[C@@H](O)CC(C)=O)OC1=O | x | -2% | -1% | 7% | 15% | 5% | -0.7% | x | 13% | 14% |
| 10 | CC[C@@H]1C(c2ccc(F)cc2)=NN(c2ccc(Br)cc2)[C@H]1C(=O)N1CCOC1=O | x | -9% | 15% | -3% | 8% | 11%[46.1 µM] | -0.7% | x | 13% | -28% |
| 11 | O=C(NCc1cccs1)c1cc2c(s1)CCCC2 | x | -6% | u | -1% | u | -1% | 0.0% | -1% | 1% | 13µM* |
| 12 | COc1ccc(CS(=O)(=O)CC(C)(O)c2ccccc2Cl)cc1 (centres undefined) | 4 | -4% | 1% | 6% | 14% | -3% | 0.2% | 6% | -3% | -1% |
| 13 | O=C(NNC(=S)Nc1ccccc1)c1ccc2ncccc2c1 | 0 | -2% | 0% | -29% | 28% | 4% | 0.2% | -10% | -1% | 70% |
| 14 | CN1CCN(CCCc2c3c(cc4c2CCC4)CCC3)CC1 | -10 | -3% | 35% | -10% | 13% | -2%[46.1 µM] | -1.7% | 3% | -4% | -25% |
| 15 | COc1ccc(C/C(N)=N/OC(=O)COc2ccccc2C)cc1 | 29 | -3% | -6% | 17% | 2% | 1%[46.1 µM] | 0.4% | 7% | 6% | 19% |
| 16 | CCOc1ncccc1C(=O)Nc1ccc(F)c(F)c1 | -6 | 0% | -3% | 9% | 8% | 2% | -0.1% | 15% | 4% | -37% |
| 17 | Cc1cc(=O)[nH]c(N/N=C/c2ccc(OC(=O)c3ccco3)cc2)n1 | 1 | -4% | 3% | 33% | 15% | 1%[46.1 µM] | 0.0% | 85%[activator] | 5% | 2% |
| 18 | COc1ccc(C(=O)n2ccc(C)n2)cc1Br | 4 | x | -5% | x | 9% | x | -2.3% | 6% | 2% | x |
| 19 | O=C1NN(c2ccccc2)C(=O)/C1=C/c1ccc(Sc2cccc3ccccc23)o1 | -1 | 1% | -9% | -12% | 29% | 2%[46.1 µM] | -1.0% | -23% | -4% | 1% |
| 20 | CC(C)C(NC(=O)c1ccccc1F)C(=O)Nc1ccc2c(c1)OCO2 (centres undefined) | 7 | 0% | -1% | -12% | 14% | -3% | 0.3% | -3% | 1% | -18% |
| 21 | COc1ccccc1C(=O)Nc1ccc(N2CCN(Cc3ccccc3)CC2)cc1 | 4 | -4% | -5% | -11% | u | 3% | 0.0% | 2% | -11% | -30% |
| 22 | Cc1onc(-c2c(Cl)cccc2Cl)c1C(=O)c1c[nH]c(C(=O)NC2CC2)c1 | 7 | -4% | -3% | 10% | 1% | -12% | -0.1% | -2% | 5% | 4% |
| 23 | Cc1ccc(-c2ccc(/C=N/N=C3/NC(=O)C(CC(=O)O)S3)o2)c([N+](=O)[O-])c1 (centres undefined) | -2 | 2% | -6% | -15% | -4% | 1% | -0.1% | u | -8% | 8% |
| 24 | Cc1cccc(OCC(=O)Nc2nc3ccc([N+](=O)[O-])cc3s2)c1C | -1 | -1% | 5% | 12% | -19% | 6% | -1.1% | 34%[activator] | -2% | -18% |
| 25 | COc1ccc2cc(S(=O)(=O)N3CCCCCC3)ccc2c1 | 11 | -3% | 5% | -25% | -6% | 0% | 0.5% | 4% | 1% | 0% |
| 26 | COc1ccc(C2=NS(=O)(=O)N(C)C(C(=O)NCc3ccco3)=C2)cc1OC | 5 | -4% | 12% | -6% | -1% | 2% | 0.4% | x | -4% | -22% |
| 27 | COc1cccc(-c2cc(C(=O)N3C(C)CCCC3C)no2)c1 (centres undefined) | -2 | -4% | u | -8%[7.66 µM] | u | x | -1.0% | 3% | x | u |
| 28 | Cc1cc(C(=O)NCc2cccs2)ccc1[N+](=O)[O-] | 10 | -6% | u | 2% | 9% | -3% | -0.6% | 3% | 6% | 17% |
| 29 | O=C(CCNC(=O)c1ccc(Cl)cc1)Nc1ccc(S(=O)(=O)N2CCOCC2)cc1 | 2 | -3% | -8% | 19% | 12% | -1% | 0.2% | x | 8% | -14% |
| 30 | COc1ccc(NC(=O)COC(=O)/C=C/c2cccs2)c(OC)c1 | 3 | -3% | 0% | -14% | 0% | 1% | -0.4% | x | -10% | -21% |
| 31 | O=C(CSc1nc2ccccc2c(=O)n1-c1ccccc1)NCc1ccco1 | 0 | -2% | -3% | -4% | 0% | -2% | 0.0% | -3% | 14% | -19% |
| 32 | NC(=O)c1ccc(NC(=O)COC(=O)c2ccc3c(c2)OCCO3)cc1 | -1 | -1% | -5% | 2% | 6% | 0% | -1.1% | -6% | -6% | 22% |
| 33 | COc1ccccc1CN(C)c1ccc(S(=O)(=O)N2CCN(C)CC2)cn1 | 5 | -6% | 0% | 6% | -2% | -2% | -0.2% | x | 7% | -28% |
| 34 | CCOc1ccc(NC(=O)CN2C(=O)S/C(=C/c3cccn3C)C2=O)cc1 | 0 | 0% | -2% | u | u | 3% | -0.6% | 0% | 2% | -56% |
| 35 | COc1ccc(NC(=S)N2CCN(Cc3ccco3)CC2)c(OC)c1 | 2 | -5% | 15% | 17% | u | -1%[46.1 µM] | 0.0% | 12% | -8% | -15% |
| 36 | Cc1cc(=O)[nH]c2nnc(-c3ccc(Br)cc3)n12 | 1 | -7% | 7% | 10% | u | 2% | 0.3% | -8% | x | 4µM* |
| 37 | O=C(c1ccc(NS(=O)(=O)c2ccc3[nH]c(=O)[nH]c3c2)cc1)N1CCCC(C(F)(F)F)C1 (centres undefined) | 2 | -1% | -4% | 32% | 3% | 5% | -0.5% | x | 0% | -22% |
| 38 | COCCNC(=O)NC12CC3(C)CC(C)(CC(C)(C3)C1)C2 | 28 | -4% | 9% | -17% | -10% | 6% | -0.3% | -6% | -1% | 2% |
| 39 | CCc1nn(CC(=O)NCCCc2ccccc2)c(=O)c2cc3c(OC)cccc3n12 | 1 | -2% | -3% | 4% | -6% | -7% | 0.4% | -3% | 0% | -11% |
| 40 | CC1CN(c2cc(=O)n(-c3ccccc3)c(=O)[nH]2)CC(C)O1 (centres undefined) | 4 | 0% | u | -16% | -1% | -1% | -0.1% | -2% | 0% | 15% |
| 41 | O=C(CN1C(=O)NC2(CCCc3ccccc32)C1=O)NC1CCCCC1 (centres undefined) | 2 | -1% | 0% | -6% | 20% | 0% | 0.1% | x | -1% | 22% |
| 42 | Cc1nn2c(N3CCCC3)cc(C(C)C)nc2c1-c1ccccc1 | 1 | 0% | 0% | -64% | 12% | -2% | 0.0% | 0% | 4% | -8% |
| 43 | O=C(c1ccc(Cn2c(=S)[nH]c3ccc(Br)cc3c2=O)cc1)N1CCN(C2CCCCC2)CC1 | 7 | 0% | -3% | 2% | u | 8% | -0.2% | 12% | -2% | -31% |
